High-throughput results from PubChem.
MC4R antag cAMP: MC4R antagonists of cAMP signaling, primary screen, cell-based, TR-FRET, antagonist arm of biased-ligand search; Melanocortin receptor 4 (Homo sapiens), P32245; MC4R-expressing cells, MTII-stimulated cAMP, LANCE TR-FRET; inhibition, % at 6.5 µM; actives 0.48% (n = 360,000); AID 540295, 2011;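 active means inhibition above its plate's cutoff, the mean of tested wells on that plate plus 3 SD, cut at about 29% in these data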;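 further: 0% = Melanotan II alone and 100% = Melanotan II plus saturating MCL0020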
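Material – human MC4R-expressing U2OS cells · Repeats – no replicates · Detection – TR-FRET with Eu-cAMP and labeled anti-cAMP, 671 nm · Times – compound 30 min, challenge 1 h, detection 1 h · Compound – single nominal compound dose of 6.5 µM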
PDI turbidity: inhibitors of human PDI, primary screen, biochemical, turbidity, single point, plate reader | PDI insulin aggregation turbidity, A650, 90 min | Protein disulfide-isomerase (Homo sapiens), P07237 | AID 588391, 2011 | actives 0.052% (n = 350,000) | inhibition, % at 10 µM;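 active means mean inhibition across replicates of 30% or more, whatever share of single replicates reach that level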;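 further: absorbance from insulin aggregation driven by PDI reduction with DTT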
N-glyco inh: increase of ERlucT glycosylation luciferase signal, primary screen, N-linked glycosylation inhibitor project, D54 ERlucT cells, luminescence, set 2; D54 ERlucT glycosylation luciferase reporter, 24 h; percent of 100 nM tunicamycin response; reporter increase, % at 12.5 µM; actives 0.23% (n = 360,000);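 active means mean luciferase reporter signal, scaled so untreated is 0 and the glycosylation-blocking control 100, at or above a set limit in every replicate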;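 further: luciferase carries N-glycosylation sites so blocking glycosylation raises the light; 0% = median of neutral control wells and 100% = median of 100 nM tunicamycin wells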
MC4R ag barr: MC4R agonists recruiting beta-arrestin, primary screen, cell-based, luminescence, agonist arm of biased-ligand search | actives 0.98% (n = 360,000) | activation, % at 8.9 µM | U2OS MC4R beta-arrestin complementation; percent of melanotan II response, DMSO zero;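 active means activation above a per-plate cutoff, the mean activation of sample wells on that plate plus 3 SD, cut at about 8% in these data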
aDG glyco act: activators of alpha-DG glycosylation, primary screen, uHTS, Pro5-aDG cells, AlphaScreen; actives 0.22% (n = 360,000); AID 624168, 2012; activation, % at 10 µM; alpha-DG glycosylation AlphaScreen (IIH6); 0% Pro5, 100% B10-LARGE cell signal;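 active means activation of at least 8% versus controls, or a plate z-score of at least 8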;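 further: Pro5 are CHO cells carrying HIG-tagged alpha-DG that lacks glycosylation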
m5-HT2A agonist: mouse Htr2a agonists via beta-arrestin recruitment, primary screen, cell-based, luminescence | 5-hydroxytryptamine receptor 2A (Mus musculus), P35363 | CHO-K1 mHTR2A beta-arrestin complementation; percent of 30 µM serotonin response | activation, % at 7.6 µM | actives 0.66% (n = 360,000) | AID 624169, 2012;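 active means activation above a run cutoff, the mean activation of all tested compounds plus 3 SD, cut at about 14% in these data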;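 further: 0% = plate median of compound wells and 100% = 30 µM serotonin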
ABCB6 inh MLPCN: ABCB6 transporter inhibitors, primary screen, K562-ABCB6 cells, flow cytometry, MLPCN library. ATP-binding cassette sub-family B member 6 (Homo sapiens), Q9NP58. K562-ABCB6 porphyrin accumulation, 1 h; active compounds read low. fluorescence ratio to DMSO, % at 10 µM. actives 0.19% (n = 360,000);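 active means fluorescence ratio to DMSO below 75%, the collection mean minus 3 SD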;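 further: signal is porphyrin accumulated inside mitochondria; 100% equals median channel fluorescence of DMSO control wells; lower ratio means ABCB6 inhibition with less porphyrin fluorescence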
Target sequence (Q9NP58 whole entry, looked up): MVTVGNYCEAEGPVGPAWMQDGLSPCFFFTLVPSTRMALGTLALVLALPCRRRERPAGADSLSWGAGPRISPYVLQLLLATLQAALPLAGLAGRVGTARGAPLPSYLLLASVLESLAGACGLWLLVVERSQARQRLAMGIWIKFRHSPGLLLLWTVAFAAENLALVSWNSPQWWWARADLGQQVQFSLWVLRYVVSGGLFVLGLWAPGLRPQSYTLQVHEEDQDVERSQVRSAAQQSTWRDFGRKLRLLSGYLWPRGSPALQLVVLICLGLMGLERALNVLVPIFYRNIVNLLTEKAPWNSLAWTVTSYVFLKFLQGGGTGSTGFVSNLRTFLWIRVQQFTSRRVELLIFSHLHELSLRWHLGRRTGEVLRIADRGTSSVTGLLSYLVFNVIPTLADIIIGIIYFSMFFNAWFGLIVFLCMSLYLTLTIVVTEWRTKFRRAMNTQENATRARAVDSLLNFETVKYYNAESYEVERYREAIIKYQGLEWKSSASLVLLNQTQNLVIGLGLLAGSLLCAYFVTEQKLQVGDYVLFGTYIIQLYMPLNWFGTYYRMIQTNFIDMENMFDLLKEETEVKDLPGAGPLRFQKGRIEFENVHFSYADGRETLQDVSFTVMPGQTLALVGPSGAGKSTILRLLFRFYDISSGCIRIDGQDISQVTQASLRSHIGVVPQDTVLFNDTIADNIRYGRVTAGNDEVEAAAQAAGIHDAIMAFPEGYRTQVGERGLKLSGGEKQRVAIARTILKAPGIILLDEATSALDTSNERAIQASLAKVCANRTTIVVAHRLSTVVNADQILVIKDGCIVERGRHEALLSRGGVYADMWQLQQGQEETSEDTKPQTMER
Cardio protect: cardioprotection against H2O2-induced cell death, primary screen, uHTS, H9c2 cells, ATPLite luminescence | H9c2 cardiomyocytes, H2O2 injury protection, 2 h | protection from H2O2 cell death, % at 20 µM | actives 0.63% (n = 360,000) | AID 588492, 2011;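 active means compounds giving at least 50% protection of heart cells from peroxide-induced death in the single-dose screen, raw or plate-pattern-corrected value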;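 further: 0% = DMSO wells with peroxide and 100% = DMSO wells without peroxide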
Vif imaging: HIV Vif self-association inhibitors, primary screen, imaging, HEK293T, single point. actives 0.35% (n = 340,000). inhibition, % at 7.49 µM. AID 602346, 2012. HEK293T cells, Vif self-association by quenched fluorescence, 24 h; in the data active means inhibition above about 50%, passing the limit was not always enough; further: some results filed as inactive read as strong as hits
CaV13 FRET inh: Primary screen for inhibitors of IQ motif and Ca2+-dependent inactivation inhibitor domain binding in CACNA1D, Förster resonance energy transfer in living cells, …; HEK cells, CFP/YFP FRET ICDI-IQ, plate reader, 10 min; percent FRET-ratio fall versus neutral wells; inhibition, % at 12.3 µM; actives 0.098% (n = 340,000); AID 743397;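 active means mean replicate inhibition of at least 30% and at least 1% of replicates passing that level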;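 further: 0% = median of the neutral control wells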
Numbers without * were called inactive; . = no result given.

#	molecule	aDG glyco act	MC4R ag barr	N-glyco inh	Vif imaging	CaV13 FRET inh	ABCB6 inh MLPCN	m5-HT2A agonist	PDI turbidity	Cardio protect	MC4R antag cAMP
1	COc1cccc(CNC(=O)c2ccc3c(c2)S(=O)(=O)N=C2CCCCCN23)c1	-0.4	-4.3	0	-5	-6	102	-1	2	5	0
2	COc1ccc(C(=O)Nc2ccccc2C(=O)O)cc1Cl	1.1	0.0	1	4	-3	95	11	4	-14	12
3	O=C(c1ccc([N+](=O)[O-])cc1)N1CCN=C1SCc1ccccc1	0.1	-1.7	1	-1	-2	96	-3	1	-8	-4
4	O=C(CCCn1c(SCc2cccc(F)c2)nc2ccccc2c1=O)NCC1CCCO1 (stereo not drawn)	-0.2	-1.8	-4	-1	-6	98	11	-7	8	1
5	C=CCn1c(C)cc(C(=O)COC(=O)/C=C/c2ccc(OC)cc2)c1C	-0.1	-0.2	-1	-9	-2	98	1	1	-9	23
6	COc1ccc(N2C(=O)/C(=C\c3ccco3)N=C2SCC(=O)NC(C)(C)C)cc1Cl	0.0	0.6	-1	1	-5	101	-1	-9	3	12
7	COc1ccc(OCc2nnc(SCC(=O)NC3CC3)n2C)cc1	0.2	2.4	4	6	-5	105	-6	-4	2	-1
8	O=C(Cc1c(O)c2ccccc2[nH]c1=O)NC1CCCCCC1	-0.1	-1.9	1	-4	.	103	-4	3	-7	9
9	CN1OC(COC(=O)c2ccc(Cl)cc2)CC1c1ccccc1 (stereo not drawn)	0.1	4.7	1	3	-4	102	3	0	-5	0
10	CCc1ccc(NC(=O)C(C)OC(=O)CCN2C(=O)C3CC=CCC3C2=O)cc1 (stereo not drawn)	-0.2	-3.1	-1	0	-5	95	0	15	3	0
11	Cc1onc(-c2ccccc2)c1C(=O)Nc1ccc2c(c1)OCCO2	0.0	2.1	-1	6	-8	98	13	-4	2	10
12	CCSc1nnc(NC(=O)C2CC(=O)N(Cc3ccccc3)C2)s1 (stereo not drawn)	-0.1	-0.6	1	-4	-4	98	0	9	-4	14
13	Cc1ccc(C(=O)Nc2cccc(C(=O)NCc3ccccc3)c2)o1	0.1	-1.4	-2	2	-7	95	-2	1	5	16
14	O=C(CC(c1ccccc1)c1ccccc1)Nc1ccc(Cl)cn1	-0.1	-0.9	5	8	-5	100	-6	-1	-8	-11
15	Cn1c(=O)c2c(ncn2CCc2ccccc2)n(C)c1=O	-0.1	0.6	3	14	-6	100	7	5	11	8
16	Cc1ccc(COCCN2CCN(S(=O)(=O)c3ccc(C)cc3)CCC2=O)cc1	-0.2	0.1	-1	-16	-10	94	6	2	-6	1
17	CC1CCc2c(C(=O)Nc3cccc(-c4nn[nH]n4)c3)csc2C1 (stereo not drawn)	-0.3	-4.9	0	4	.	95	8	3	1	-3
18	O=C(O)C1CCN(S(=O)(=O)Cc2ccccc2)CC1	0.0	-3.2	-3	-8	-15	97	-1	-1	2	1
19	CCN(C[C@H]1N[C@@](Cc2ccccc2)(C(=O)OC)[C@H]2C(=O)N(Cc3ccccc3)C(=O)[C@@H]12)C(=O)COc1ccccc1	0.3	-1.9	-1	-4	-6	98	2	-1	10	3
20	O=C(NCC1OCCc2ccccc21)c1ccc(NC(=O)c2ccc(Cl)cc2Cl)cc1 (stereo not drawn)	-0.2	15*	11	-4	-5	94	16*	-13	-6	-8
21	O=C(Nc1cccnc1)c1cccc(S(=O)(=O)N2CCc3ccccc32)c1	0.2	1.4	-2	-4	-7	102	2	4	-3	-1
22	COC(=O)C1CN(C(=O)COc2ccccc2)c2ccccc2O1 (stereo not drawn)	0.1	0.7	1	16	-14	99	-1	-2	-3	20
23	Cn1cccc1/C=C1\SC(=S)N(NC(=O)c2ccccc2O)C1=O	-0.1	0.6	2	4	-17	100	-6	-1	3	12
24	O=C(c1ccco1)N1CCN=C1SCc1ccc(F)cc1	0.0	0.0	-1	10	-2	95	1	.	4	5

Some of the entries above in a different format.
#15 Cn1c(=O)c2c(ncn2CCc2ccccc2)n(C)c1=O
#16 Cc1ccc(COCCN2CCN(S(=O)(=O)c3ccc(C)cc3)CCC2=O)cc1
#17 CC1CCc2c(C(=O)Nc3cccc(-c4nn[nH]n4)c3)csc2C1 (stereo not drawn)
#18 O=C(O)C1CCN(S(=O)(=O)Cc2ccccc2)CC1
#19 CCN(C[C@H]1N[C@@](Cc2ccccc2)(C(=O)OC)[C@H]2C(=O)N(Cc3ccccc3)C(=O)[C@@H]12)C(=O)COc1ccccc1
#20 O=C(NCC1OCCc2ccccc21)c1ccc(NC(=O)c2ccc(Cl)cc2Cl)cc1 (stereo not drawn)
#21 O=C(Nc1cccnc1)c1cccc(S(=O)(=O)N2CCc3ccccc32)c1
#22 COC(=O)C1CN(C(=O)COc2ccccc2)c2ccccc2O1 (stereo not drawn)
screen / no.	15	16	17	18	19	20	21	22
aDG glyco act	-0.1	-0.2	-0.3	0.0	0.3	-0.2	0.2	0.1
MC4R ag barr	0.6	0.1	-4.9	-3.2	-1.9	15*	1.4	0.7
N-glyco inh	3	-1	0	-3	-1	11	-2	1
Vif imaging	14	-16	4	-8	-4	-4	-4	16
CaV13 FRET inh	-6	-10	.	-15	-6	-5	-7	-14
ABCB6 inh MLPCN	100	94	95	97	98	94	102	99
m5-HT2A agonist	7	6	8	-1	2	16*	2	-1
PDI turbidity	5	2	3	-1	-1	-13	4	-2
Cardio protect	11	-6	1	2	10	-6	-3	-3
MC4R antag cAMP	8	1	-3	1	3	-8	-1	20

#23 Cn1cccc1/C=C1\SC(=S)N(NC(=O)c2ccccc2O)C1=O
#24 O=C(c1ccco1)N1CCN=C1SCc1ccc(F)cc1
screen / no.	23	24
aDG glyco act	-0.1	0.0
MC4R ag barr	0.6	0.0
N-glyco inh	2	-1
Vif imaging	4	10
CaV13 FRET inh	-17	-2
ABCB6 inh MLPCN	100	95
m5-HT2A agonist	-6	1
PDI turbidity	-1	.
Cardio protect	3	4
MC4R antag cAMP	12	5

Next part:
#	molecule	aDG glyco act	MC4R ag barr	N-glyco inh	Vif imaging	CaV13 FRET inh	ABCB6 inh MLPCN	m5-HT2A agonist	PDI turbidity	Cardio protect	MC4R antag cAMP
25	CCN(CC)C(=O)c1cccc(-c2csc(C(O)c3ccc(OC)cc3)n2)c1 (stereo not drawn)	0.2	-1.1	-2	-25	-6	87	-7	4	-3	8
26	Cc1ccc(C)c(NC(=O)CSc2nnc(-c3ccncc3)n2N)c1	-0.3	-2.0	7	16	-2	96	4	-12	1	6
27	O=C(Nc1ccccc1)c1cc(S(=O)(=O)N2CCOCC2)cs1	-0.1	-0.5	1	-1	-8	101	-3	-2	-4	0
28	Cc1ccccc1NS(=O)(=O)c1ccc(S(=O)(=O)N2CCCC2)cc1	-0.4	1.1	1	.	-11	99	4	-6	1	0
29	Cc1ccc(SCc2noc(-c3c(C)noc3C)n2)cc1	-0.1	1.9	-2	1	-20	99	-1	-1	2	1
30	Cc1cccc(NC(=O)COC(=O)Cc2cccs2)c1C	0.1	-2.1	1	-8	-2	104	0	9	-2	-1
31	CN(/N=C/c1ccc(Cl)cc1)c1ncc(Cl)cc1C(F)(F)F	-0.1	0.9	2	-2	-3	95	3	0	-4	5
32	COc1ccc(OCCSc2ncn[nH]2)cc1	0.1	-2.2	-1	0	-3	99	1	-4	-1	1
33	CC(C(=O)Nc1ccc2c(c1)OCCO2)n1nnc(-c2ccccc2)n1 (stereo not drawn)	-0.4	-0.1	-1	1	4	109	-1	10	-1	6
34	CCn1c(SCC(=O)N2CCN(c3ccccc3)CC2)nnc1-c1cc2cc(Cl)ccc2o1	0.5	0.7	-3	-4	-8	94	5	7	-8	8
35	CN(C)C1CN(Cc2cn(Cc3cccc(C(F)(F)F)c3)nn2)S(=O)(=O)C1 (stereo not drawn)	-0.1	.	.	.	-9	97	-2	.	.	.
36	COc1ccc(NC(=O)C2(C)CCN2CCc2ccccc2)cc1OC (stereo not drawn)	0.2	2.6	-1	4	-4	106	-4	9	-7	3
37	O=C(Nc1ccc(NC(=O)c2cccs2)cc1)c1ccc(Br)o1	0.3	5.0	-5	-6	.	104	0	-5	-14	9
38	COc1ccc(NC(=O)COC(=O)CNS(=O)(=O)c2ccccc2)cc1OC	-0.2	-3.3	5	4	-1	98	0	-5	4	9
39	O=C(O)c1ccc(NC(=O)c2cccs2)cc1	0.1	-1.4	0	3	-3	103	0	10	6	9
40	Cc1cc(C(=O)NNC(=O)c2cccs2)c(C)o1	-0.3	1.7	1	-5	-2	100	-2	-2	-1	5
41	COc1ccc(CCC(=O)N2CCCC(Nc3ccc(OC)cc3)C2)cc1 (stereo not drawn)	0.0	2.9	0	-1	-3	94	-2	-3	0	16
42	CN(C)CCOC(=O)C12CC3CC(CC(C3)C1)C2	0.0	-0.1	-1	.	.	108	-7	3	7	11
43	CSc1ccc(/C=C/C(=O)c2ccc(NC(=O)C(C)C)cc2)cc1	-0.2	0.6	4	-2	.	99	-3	3	2	3
44	COc1ccc(CNC(=O)C2=CC(c3ccc(OC)c(OC)c3)=NS(=O)(=O)N2C)cc1	-0.3	-0.3	3	.	-4	98	-2	.	-14	7
45	O=C(CCCOc1ccc(Br)cc1)NNC(=O)c1ccncc1	-0.2	-1.7	2	67*	-4	100	-7	-1	0	-3
46	Cc1ccc(CN2CCN(Cc3c[nH]c4ccccc34)CC2CCO)o1 (stereo not drawn)	0.1	-2.8	1	-5	-5	106	6	3	6	-5
47	CCOC(=O)Cc1csc(SCC(=O)NC2CCS(=O)(=O)C2)n1 (stereo not drawn)	-0.2	1.5	1	9	-3	99	-2	-11	1	3
48	O=C(NCc1ccccn1)Nc1ccc(F)cc1	-0.4	-1.2	0	-6	-5	88	0	-9	-7	12
49	CN(C(=S)Nc1ccccc1F)C1(c2ccccc2Cl)CCCCC1=O (stereo not drawn)	-0.1	-0.5	-3	2	-5	98	-1	-2	0	7
50	COC(=O)c1cc2ccsc2n1CC(=O)NCC1CCCO1 (stereo not drawn)	0.7	-1.0	1	-1	-10	101	0	5	7	-1
51	CCN1C[C@@H]2[C@@H]3C(=O)N(Cc4ccccc4)C(=O)[C@@H]3[C@](Cc3ccccc3)(C1=O)N2C(=O)c1ccccc1	0.3	0.6	2	1	-3	95	5	-8	5	10
52	Fc1cccc(CN2CCN(Cc3nc(-c4cnccn4)no3)CC2)c1	0.8	-1.3	1	2	4	102	-4	2	3	15

The order is random. About 3.6% of those tested had a hit in this group.
